# Assay outcomes (PubChem)
# Jurkat NFkB inh: lowers PMA/ionomycin-induced NF-kB signal in Jurkat cells; PMA/ionomycin-induced NF-kB luciferase reporter, luminescence; inhibition, % at 4 µM; 330,000 tested, 0.53% active; in the data active = inhibition above about 50%
# Gli-Sufu antag: Gli-Sufu pathway antagonism. Sufu-KO-LIGHT fibroblasts, Gli luciferase reporter luminescence. inhibition, % at 5 µM. 340,000 tested, 0.74% active;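 active = inhibition above about 55%, limit read from the data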;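 also: 0% = DMSO-treated cells and 100% = wells with medium but no cells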
# APJ antag: APJ receptor antagonism; CHO-K1 APJ beta-arrestin complementation, luminescence; inhibition, % at 20 µM; 330,000 tested, 0.32% active;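 active = inhibition above about 40% at 20 µM, limit read from the data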;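 also: cells challenged with 10 nM apelin-13 agonist together with compound; plate controls were apelin-13 plus DMSO wells for no effect and DMSO wells lacking apelin-13 for full effect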
# Target sequence (P35414 whole entry, looked up): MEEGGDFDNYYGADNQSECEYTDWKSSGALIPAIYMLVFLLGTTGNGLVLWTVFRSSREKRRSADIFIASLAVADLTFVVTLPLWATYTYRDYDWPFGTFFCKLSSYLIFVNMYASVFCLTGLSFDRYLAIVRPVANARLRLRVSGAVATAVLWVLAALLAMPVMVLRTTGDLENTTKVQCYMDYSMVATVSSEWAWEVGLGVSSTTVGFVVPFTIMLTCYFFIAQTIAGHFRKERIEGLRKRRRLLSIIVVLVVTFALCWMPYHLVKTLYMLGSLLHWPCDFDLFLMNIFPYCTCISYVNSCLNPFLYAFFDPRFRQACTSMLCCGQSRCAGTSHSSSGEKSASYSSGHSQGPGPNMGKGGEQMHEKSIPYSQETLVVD
# UBC13 inh: inhibitors of human UBC13 polyubiquitin chain formation; P61088; TR-FRET; inhibition, % at 20 µM; 330,000 tested, 0.47% active; in the data active = inhibition above about 45%, passing the limit was not always enough
# CCR6 antagonist: CCR6 (human) receptor antagonism. P51684. CHO-K1 CCR6 PathHunter beta-arrestin, luminescence, CCL20-stimulated. inhibition, % at 20 µM. 340,000 tested, 0.49% active;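 active = compounds whose inhibition of the agonist-driven luminescence signal at 20 µM reaches about 50%, limit read from the data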;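 also: cells stimulated with CCL20 at 14 nM final; plate controls were DMSO with CCL20 for no effect and DMSO without agonist for full effect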
# CXCR6 block: CXCR6 (human) receptor inhibition | O00574 | CHO-K1 PathHunter CXCR6 beta-arrestin, luminescence | inhibition, % at 20 µM | 360,000 tested, 0.36% active | AID 602244; in the data active = inhibition above about 34%, passing the limit was not always enough;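 also: antagonist mode with CXCL16 agonist at 10 nM final; 0% = 10 nM CXCL16 with DMSO and 100% = unstimulated wells without agonist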
# Target sequence (O00574 whole entry, looked up): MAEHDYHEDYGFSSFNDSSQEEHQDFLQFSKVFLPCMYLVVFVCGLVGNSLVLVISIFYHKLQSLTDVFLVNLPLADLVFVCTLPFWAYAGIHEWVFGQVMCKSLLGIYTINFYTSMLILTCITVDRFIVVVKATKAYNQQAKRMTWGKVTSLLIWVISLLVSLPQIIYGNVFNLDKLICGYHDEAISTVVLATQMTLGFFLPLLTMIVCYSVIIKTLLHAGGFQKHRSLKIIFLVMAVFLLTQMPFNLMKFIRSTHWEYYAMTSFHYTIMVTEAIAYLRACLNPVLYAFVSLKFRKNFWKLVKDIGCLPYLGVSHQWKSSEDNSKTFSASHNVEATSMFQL
# 697 NFkB inh: lowers PMA/ionomycin-induced NF-kB signal in 697 B cells | 697 B-cell NF-kB luciferase reporter, 16 h | inhibition, % at 4 µM | 330,000 tested, 0.33% active; in the data active = inhibition above about 35%
# EBI2 block: antagonists of human EBI2 receptor; P32249; EBI2 beta-arrestin recruitment, luminescence, 7a,25-OHC stimulated; inhibition, % at 5 µM; 360,000 tested, 0.81% active; in the data active = inhibition above about 38%;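 also: enzyme fragment complementation signal reports receptor beta-arrestin coupling in cells; 0% = agonist plus DMSO wells and 100% = wells without agonist; some results beyond the cut were filed as inactive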
# Target sequence (P32249 whole entry, looked up, the tested form may be a part): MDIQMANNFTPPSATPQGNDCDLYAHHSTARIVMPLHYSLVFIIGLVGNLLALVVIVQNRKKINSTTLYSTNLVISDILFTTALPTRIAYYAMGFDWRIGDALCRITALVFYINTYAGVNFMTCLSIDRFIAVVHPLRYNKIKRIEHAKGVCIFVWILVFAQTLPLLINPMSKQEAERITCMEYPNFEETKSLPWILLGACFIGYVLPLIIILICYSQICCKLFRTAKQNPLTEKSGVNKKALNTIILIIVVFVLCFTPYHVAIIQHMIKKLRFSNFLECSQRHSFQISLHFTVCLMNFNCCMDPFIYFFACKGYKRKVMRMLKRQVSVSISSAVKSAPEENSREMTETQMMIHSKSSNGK
# * marks the source's active call; other numbers are inactive results; . = not tested or not shown.
SMILES,Jurkat NFkB inh,Gli-Sufu antag,APJ antag,UBC13 inh,CCR6 antagonist,CXCR6 block,697 NFkB inh,EBI2 block
C/C(=N\Nc1ccccn1)c1ccc(N2CCOCC2)cc1,-74,-56,-15,-16,-3,-3,-41,3
O=C(NCC1OCCc2ccccc21)c1ccc(NC(=O)c2cccc(Br)c2)cc1 (stereo unspecified),1,19,-18,4,14,10,-18,7
Cc1onc(-c2ccccc2)c1C(=O)NCc1ccccc1F,10,0,-21,-3,5,5,-6,4
OCC1(CO)COC(CCc2ccccc2)=N1,-1,10,7,3,9,0,10,-22
CCOc1ccc(NC(=O)CC(NCc2ccccn2)C(=O)O)cc1 (stereo unspecified),-8,-3,-16,-37,-10,-5,1,2
CCOC(=O)C1CCCN(Cc2ccc(OCC)cc2)C1 (stereo unspecified),5,-1,-1,3,-3,7,11,-28
O=C(NNC1=C(C(=O)C(F)(F)F)CCC1)c1cccc(O)c1,9,0,21,-2,28,8,-7,-4
Cc1occc1C(=O)Nc1c(F)c(F)c(F)c(F)c1F,8,-10,-3,1,12,8,21,2
CCOc1ccc(NC(=NCc2ccc3c(c2)OCO3)SC2CC(=O)N(c3ccccc3)C2=O)cc1 (stereo unspecified),2,9,-1,-12,-15,1,-24,34
O=C(NCc1ccccn1)c1c(Cl)cccc1Cl,-1,2,-16,0,10,-11,6,-5
CCN1CCC(N2CCN(c3ccc(Cl)cc3)CC2)CC1,-8,8,3,1,5,.,-5,.
O=C1CCCN1CCC1CCN(C(=O)Nc2ccccc2)CC1,3,5,-19,-2,2,9,24,-3
O=C(NCCCN1CCOCC1)c1ccc(CS(=O)(=O)Cc2ccc(Cl)cc2)o1,-11,1,20,9,-5,-6,3,5
CCN(C(=O)c1cc2cccc(OC)c2oc1=O)c1ccccc1,3,1,-13,0,19,-2,5,11
Cc1cccc(CCNC(=O)CCc2nc(-c3ccccc3F)no2)c1,-6,-3,-6,9,-20,-10,3,8
C=CCn1c(=N)n(CC(=O)c2ccc(Cl)cc2)c2ccccc21,3,7,5,11,-3,2,15,30
CCOc1ccc(-c2cc(CCCC(=O)NCc3ccco3)no2)cc1,-20,41,13,0,13,3,57*,0
CC1CCN(S(=O)(=O)c2cn(CC(=O)N3CCN(C)CC3)c(=O)c3ccccc23)CC1,.,-21,.,.,-3,2,.,-2
CCOC(=O)C1CCN(S(=O)(=O)Cc2ccc(Cl)cc2)CC1,-1,-3,2,-4,3,0,-13,2
CC1(C)Cc2c(cnn2-c2ccc(F)cc2)C(NC(=O)CCN2CCCC2=O)C1 (stereo unspecified),-22,9,18,4,-3,-12,-13,-7
Cc1cc(C)cc(C(=O)/C=C2\NC(=O)CS2)c1,-11,-2,-17,-10,2,-1,-1,-23
CC1(C)O[C@@H]2[C@H](O1)[C@@H](COS(=O)(=O)O)O[C@H]2n1cc(Br)c(=O)[nH]c1=O,14,10,-1,3,13,-2,5,-4
Cc1ccc(CNC(=O)C(=O)c2cn(CC(=O)N3CCOCC3)c3ccccc23)cc1,-10,-13,7,-4,19,6,-13,-4
CC(=O)NC1(C(=O)O)CCCC1,-11,-6,-43,-7,8,-3,9,-10
COc1ccc(-c2cc(-c3cc(OC)ccc3O)[nH]n2)cc1,-76,-25,-5,16,-4,7,-92,29
CC(=O)OCC(=O)Nc1cc(S(=O)(=O)N2CCCCCC2)ccc1Cl,-8,3,-2,-2,-5,-1,-1,-1
CSC1=C(C#N)C2(CCCC2)C(C#N)=C(N)N1,-1,.,-10,3,.,.,12,.
COc1ccccc1N1CCN(S(=O)(=O)c2cn(C)nc2C)CC1,7,7,1,-15,-5,-2,-15,8
O=C(CP(=O)(c1ccccc1)c1ccccc1)Nc1cccc(CP(=O)(c2ccccc2)c2ccccc2)c1,11,-3,-4,7,11,0,-25,1
Cc1c(NC(=O)Nc2ccc(Cl)c(Cl)c2)c(=O)n(-c2ccccc2)n1C,-15,-2,12,-1,15,-3,12,6
CCn1c(COc2cccc(C)c2)nnc1SCC(=O)N1CCCC1,-14,5,8,-6,-2,0,13,-5
COc1cc([N+](=O)[O-])ccc1NC(=O)Nc1cnccn1,31,-1,14,-3,16,2,-11,-6
CN1/C(=C\C(=O)c2cccs2)C(C)(C)c2ccccc21,-21,-49,2,2,3,-4,1,-1
CCCN(C(=O)CSCC(=O)Nc1cccc(C)c1)c1c(N)n(Cc2ccccc2)c(=O)[nH]c1=O,15,-3,-5,9,7,-8,-3,0
CC(=O)Nc1ccc2c(c1)C(=O)c1ccc(Cl)cc1-2,.,33,.,.,10,4,.,-8
CN(C(=O)CSc1nnc(Nc2ccccc2)s1)c1c(N)n(Cc2ccccc2)c(=O)[nH]c1=O,8,-4,11,0,-4,-11,3,-16
CCC(=O)Nc1nc(C)c(-c2csc(Nc3cccc(C(=O)O)c3)n2)s1,-2,-5,19,-5,19,1,-12,-4
OCCC1CN(Cc2cccnc2)CCN1CCc1ccccc1 (stereo unspecified),14,1,7,-4,12,3,27,-3
COc1ccc(-c2onc(C)c2C)cc1S(=O)(=O)NCCc1ccco1,-1,1,-17,7,4,-1,14,-2
COc1cc(OC)nc(Oc2cc(/C=N/O)ccc2OC)n1,6,-3,12,7,-1,-5,8,0
O=C1OCCC1Sc1nnc(-c2ccc(F)cc2)n1Cc1ccccc1 (stereo unspecified),-5,0,6,-3,-11,0,1,-1
COc1ccc(S(=O)(=O)N2CCC(C(=O)N3CCCC3)CC2)cc1Cl,10,37,-28,-3,4,-2,8,-6
CC(=O)Nc1sc(C)c(C)c1C(=O)OCC(=O)Nc1cccc(C)c1,-22,-3,-3,-6,7,-6,-9,-1
COc1ccc(NC(=O)CCSc2nnnn2C)cc1,-31,-23,-3,-14,0,-2,4,-9
Cc1ccc(-n2c(SCC(=O)Nc3ccc4c(c3)OCCO4)nnc2-c2ccco2)cc1,1,9,-16,-5,35,1,-15,-7
COc1ccc(S(=O)(=O)N2CCOCC2)cc1NC(=O)COC(=O)C1CC2CCCC(C1)C2=O (stereo unspecified),14,10,1,-1,2,0,-12,-3
O=C(Cn1nc(C(=O)O)c2ccccc2c1=O)NCCC1=CCCCC1,-6,1,17,1,9,0,32,1
COc1cc(/C=C(\C#N)C(=O)NCC2CCCO2)ccc1OC(=O)c1ccco1 (stereo unspecified),-4,-5,14,-4,11,-3,11,-10
Cc1onc(-c2c(Cl)cccc2Cl)c1C(=O)Nc1nccs1,1,-24,10,-1,7,-4,8,3
CC1CN(C(=O)c2cccc(S(=O)(=O)N3CCOCC3)c2)CC(C)O1 (stereo unspecified),5,30,4,8,5,11,10,-2

# (listing goes on)
SMILES,Jurkat NFkB inh,Gli-Sufu antag,APJ antag,UBC13 inh,CCR6 antagonist,CXCR6 block,697 NFkB inh,EBI2 block
O=C1CC2(CCN(C(=O)c3ccc(F)cc3)CC2)Oc2ccccc21,4,5,-55,-6,6,2,-9,-4
NC(=O)c1ccc(C(=O)N/N=C(/Cc2ccccc2)c2ccccc2)cc1,-2,-7,-57,-2,1,-7,11,0
O=c1c(N2CCOCC2)coc2ccccc12,3,-13,5,7,14,-1,15,-8
CC(C)(C)OC(=O)C[C@H]1C/C=C\C[C@H](CC(=O)NCCO)C(=O)NC[C@H](c2ccccc2)OC1=O,8,-29,-1,-12,6,-4,19,2
CCOC(=O)C1(CCOC)CCN(C(=O)c2ccc(CSC)o2)CC1,-12,7,-47,-2,-5,-5,-3,-1
CN(C)CCN(C(=O)c1ccc(S(=O)(=O)N2CCCC2)cc1)c1nc2ccc(Br)cc2s1,-22,7,-1,11,5,-9,3,-12
CC(C)(C)c1ccc(-c2nc(C#N)c(NCc3cccnc3)o2)cc1,-25,-7,-10,11,-9,-8,-41,25
CC(=O)Nc1ccc(NC(=O)CCSCCc2ccccn2)cc1,-5,16,-1,14,-6,3,-2,6
Nc1ccc2nc(NC(=O)C3CCCCC3)sc2c1,-34,-55,-20,2,-1,0,-40,8
Cc1cc(-c2nnc(CCC(=O)NCc3ccc(F)c(F)c3)o2)no1,-11,-28,0,-7,-6,1,-48,-1

# Structures from the list above that have a thiophene ring, fused or not, in the order listed:
SMILES,Jurkat NFkB inh,Gli-Sufu antag,APJ antag,UBC13 inh,CCR6 antagonist,CXCR6 block,697 NFkB inh,EBI2 block
CN1/C(=C\C(=O)c2cccs2)C(C)(C)c2ccccc21,-21,-49,2,2,3,-4,1,-1
CC(=O)Nc1sc(C)c(C)c1C(=O)OCC(=O)Nc1cccc(C)c1,-22,-3,-3,-6,7,-6,-9,-1

# Record cards, as listed above:
# Results for O=c1c(N2CCOCC2)coc2ccccc12 = Jurkat NFkB inh: 3; Gli-Sufu antag: -13; APJ antag: 5; UBC13 inh: 7; CCR6 antagonist: 14; CXCR6 block: -1; 697 NFkB inh: 15; EBI2 block: -8
# Results for Nc1ccc2nc(NC(=O)C3CCCCC3)sc2c1 = Jurkat NFkB inh: -34; Gli-Sufu antag: -55; APJ antag: -20; UBC13 inh: 2; CCR6 antagonist: -1; CXCR6 block: 0; 697 NFkB inh: -40; EBI2 block: 8

# Continued:
SMILES,Jurkat NFkB inh,Gli-Sufu antag,APJ antag,UBC13 inh,CCR6 antagonist,CXCR6 block,697 NFkB inh,EBI2 block
CCC(=O)Oc1ccc(C(=O)Nc2ccc([N+](=O)[O-])cc2)cc1,-47,-61,22,-2,10,4,-58,3
N#Cc1ccc(OCC(=O)N2CCN(S(=O)(=O)c3cccs3)CC2)cc1,-2,-4,-11,4,-4,8,-6,29
O=[N+]([O-])c1ccc(N2CCOCC2)cc1N1CCCCC1,-5,0,7,-34,2,-2,23,7
O=C(O)c1ccccc1CSc1nnnn1-c1ccccc1,1,-1,7,2,7,-19,15,-3
O=C(Cc1ccc([N+](=O)[O-])cc1)NCc1ccc2c(c1)OCO2,8,-13,1,3,2,12,-15,4
CCOc1ccc(CCNC(=O)C2CCN(c3nnc(-n4cccc4)s3)CC2)cc1OCC,-6,0,2,-1,22,-10,2,18
O=C(NCc1cccc(Cl)c1)c1cnccn1,17,-8,3,18,2,-1,19,-5
Cc1ccccc1N1CCN(S(=O)(=O)c2ccc3ccccc3c2)CC1,12,33,14,-9,13,-4,-20,2
C[C@H](CO)N1C[C@H](C)[C@@H](CN(C)C(=O)Nc2ccc(C(F)(F)F)cc2)Oc2ccc(NC(=O)C3CC3)cc2C1=O,6,-10,18,6,1,1,0,-7
CC(C)CCNC(=O)C1CCC(CNc2c(N3CCC(C)CC3)c(=O)c2=O)CC1 (stereo unspecified),10,-7,17,21,2,-4,11,2
O=C1C=C(NC2CC2)C2(CCCCC2)O1,-3,10,17,8,25,3,10,5
COc1ccc(CCNC(=O)CC2SC(=Nc3cc(C)cc(C)c3)NC2=O)cc1OC (stereo unspecified),-13,-10,-2,-4,2,-1,3,5
CCN1C(=O)/C(=C2/C=CC=CN2C)OC1=S,-14,4,8,-4,41,4,11,-1
CCOc1ccc(OCCC(=O)N(CC)CC(=O)Nc2ccccc2OC)cc1,.,-8,.,.,18,-6,.,2
CC1(C)CC(CC(=O)O)(c2ccc(F)cc2)CCO1 (stereo unspecified),1,1,4,0,13,8,-4,7
Cc1cc(C)c(OCCOCCN2CCCC2)c(C)c1,-8,11,0,2,4,-5,-7,-4
O=C(CCCCCNC(=O)c1ccccc1Br)N=Nc1c(O)[nH]c2ccccc12,18,-9,1,-15,6,9,12,-1
COc1ccccc1CNC(=O)COC(=O)c1cc(C)oc1C,5,-1,-13,0,13,-2,19,6
Cc1ccc(C(=O)N(Cc2ccccc2)C(C)(C)C)cc1C,8,25,-11,12,15,9,-9,15
C[C@@H]1CN([C@@H](C)CO)C(=O)Cc2cc(NC(=O)Nc3ccc4c(c3)OCO4)ccc2O[C@@H]1CN(C)C(=O)NC1CCCCC1,9,-16,-1,-2,0,-5,17,-9
Cc1ccccc1NC(=O)COC(=O)c1ccc(CSc2ccc(Cl)cc2)cc1,-8,2,14,-10,10,-2,-16,2
O=C(c1c(F)cccc1F)N(C1CCCCC1)C1CCCCC1,7,6,-6,-2,25,2,20,3
COc1ccc(NC(=O)c2c(F)cccc2Cl)cc1S(=O)(=O)N1CCOCC1,-3,2,5,-7,4,9,-6,5
CCN(CC(=O)NCc1ccc(Cl)cc1)C(=O)c1c(C)noc1C,0,-8,21,-9,4,4,10,-5
COc1ccccc1NC(=O)N1CCN(c2cc(-c3ccccc3)nc3ncnn23)CC1,29,47,-10,24,-25,-12,26,18
C/C(=N\NC(=O)c1ccoc1C)c1ccc(Br)s1,-41,-17,-2,-6,8,-10,-5,2
